BoNT A protease = BoNT/A light chain protease inhibitors, primary screen, biochemical, flow cytometry, MLPCN library. Botulinum neurotoxin type A light chain protease (Clostridium botulinum A str. ATCC 3502). multiplex microsphere protease substrate cleavage. inhibition, % at 10 µM. 360,000 tested, 0.17% active; note: plate controls were buffer without enzyme for full effect and enzyme alone for no effect
SARS 3CLpro inh = SARS-CoV 3CLpro protease inhibitors, primary screen, biochemical, quenched FRET. recombinant SARS-CoV 3CLpro, quenched FRET peptide cleavage. inhibition, % at 6 µM. 290,000 tested, 0.14% active; in the data active = inhibition above about 12%
SSB-PriA inh = inhibitors of Klebsiella pneumoniae PriA binding to SSB C-terminal tail, primary screen, biochemical, AlphaScreen. PriA–SSB C-terminal tail interaction (Klebsiella pneumoniae). AlphaScreen SSBct-PriA binding, biotinylated peptide. inhibition, % at 33 µM. 430,000 tested, 0.6% active. AID 1272365, 2023; in the data active = inhibition mostly above about 37%, no sharp cut-off; inactive = mostly below about 20%;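 note: plate controls were negative control peptide for no effect and reference peptide for full effect; strong numbers were not always called active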
PrPC surface inh = inhibitors of human cell surface prion protein PrPC, primary screen, cell-based, TR-FRET | inhibition, % at 13.8 µM | AID 720596, 2013 | 370,000 tested, 0.43% active | Major prion protein (Homo sapiens), P04156 | TR-FRET read-out; in the data active = inhibition above about 24%; note: 0% = median of the test wells and 100% = reference compound wells
CCHF vOTU inh = CCHFV vOTU protease inhibitors, primary screen, biochemical, Pep-AMC substrate, fluorescence | Crimean-Congo hemorrhagic fever virus L polyprotein viral ovarian tumor (vOTU) protease … | 370,000 tested, 0.55% active | inhibition, % at 11.5 µM; in the data active = inhibition above about 30%; note: 0% = vehicle wells with enzyme and 100% = no enzyme wells
MazEF act = activators of E. coli MazEF toxin-antitoxin RNase, primary screen, biochemical, fluorescence, uHTS | AID 504720, 2011 | FAM/BHQ RNA-DNA oligo cleavage fluorescence, 5 h | 350,000 tested, 0.32% active | Endoribonuclease toxin MazF (Escherichia coli (strain K12)), P0AE70 | activation, % at 20 µM; in the data active = activation above about 50%
Target sequence (P0AE70 whole entry, looked up): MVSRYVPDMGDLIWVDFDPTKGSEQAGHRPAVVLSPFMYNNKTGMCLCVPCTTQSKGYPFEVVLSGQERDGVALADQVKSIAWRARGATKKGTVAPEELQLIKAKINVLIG
BoNT F protease = BoNT/F light chain protease inhibitors, primary screen, biochemical, flow cytometry, MLPCN library; Multiplex microsphere protease cleavage assay; inhibition, % at 10 µM; 360,000 tested, 0.22% active; AID 588497, 2011; in the data active = inhibition above about 35%, passing the limit was not always enough; inconclusive = no clear call, values can overlap the other calls; note: plate controls were buffer without enzyme for full effect and enzyme alone for no effect
VHR inh abs = VHR1 phosphatase inhibitors, primary screen, biochemical, absorbance, uHTS; 290,000 tested, 0.52% active; AID 1654, 2009; inhibition, % at 13.3 µM; recombinant VHR phosphatase, pNPP absorbance; Dual specificity protein phosphatase 3 (Homo sapiens), P51452; in the data active = inhibition above about 50%; note: some compounds called inactive have numbers as strong as hits
Target sequence (P51452 whole entry, looked up): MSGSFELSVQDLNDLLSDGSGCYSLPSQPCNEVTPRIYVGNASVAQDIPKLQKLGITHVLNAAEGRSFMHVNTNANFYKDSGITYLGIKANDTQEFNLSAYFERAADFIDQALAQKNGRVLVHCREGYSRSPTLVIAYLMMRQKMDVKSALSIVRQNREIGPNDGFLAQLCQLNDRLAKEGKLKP
Rv3671c inh = Rv3671c serine protease inhibitors, primary screen, biochemical, fluorescence polarization, M. tuberculosis H37Rv; inhibition, % at 5.96 µM; 320,000 tested, 0.048% active; AID 2606, 2010; in the data active = inhibition above about 38%;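 note: extracellular domain of Rv3671c used as enzyme; 0% = enzyme with DMSO and 100% = no enzyme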
Anthrax LF prot = Bacillus anthracis LF protease inhibitors, primary screen, biochemical, multiplex microsphere, MLPCN library; Lethal factor (Bacillus anthracis), P15917; multiplex microsphere protease cleavage assay; inhibition, % at 10 µM; 360,000 tested, 0.12% active; AID 588501, 2011; note: plate controls were buffer without enzyme for full effect and enzyme alone for no effect
Target sequence (P15917 whole entry, looked up): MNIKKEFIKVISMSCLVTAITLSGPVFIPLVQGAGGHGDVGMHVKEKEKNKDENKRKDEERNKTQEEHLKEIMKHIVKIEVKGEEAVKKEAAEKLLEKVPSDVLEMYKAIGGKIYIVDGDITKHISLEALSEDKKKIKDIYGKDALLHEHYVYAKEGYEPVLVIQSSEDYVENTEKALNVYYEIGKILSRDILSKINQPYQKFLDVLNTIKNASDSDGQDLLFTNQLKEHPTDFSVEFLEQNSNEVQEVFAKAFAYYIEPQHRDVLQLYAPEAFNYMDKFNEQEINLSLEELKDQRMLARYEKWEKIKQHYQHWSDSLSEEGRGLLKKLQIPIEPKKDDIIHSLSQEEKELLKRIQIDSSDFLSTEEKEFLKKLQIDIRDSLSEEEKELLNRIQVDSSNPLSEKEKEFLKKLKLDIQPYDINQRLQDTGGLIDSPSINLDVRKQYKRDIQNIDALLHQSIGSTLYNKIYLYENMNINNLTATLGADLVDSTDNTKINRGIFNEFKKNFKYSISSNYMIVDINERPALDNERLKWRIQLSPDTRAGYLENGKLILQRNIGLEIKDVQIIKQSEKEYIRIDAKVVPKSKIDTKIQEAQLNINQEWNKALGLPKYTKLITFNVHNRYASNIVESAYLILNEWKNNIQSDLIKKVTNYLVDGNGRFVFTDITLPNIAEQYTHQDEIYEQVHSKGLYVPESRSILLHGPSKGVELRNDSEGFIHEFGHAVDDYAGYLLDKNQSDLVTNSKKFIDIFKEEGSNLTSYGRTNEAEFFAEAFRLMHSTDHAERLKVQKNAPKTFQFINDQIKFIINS
* hit, by the source's call; i = inactive; u = inconclusive; x = no result given; & = joins results of further samples. Cut-off read from the data, not from the text of the source, unless noted: active = inhibition above about 30%; inconclusive = no clear call, values can overlap the other calls; inactive = below that.

molecule,BoNT A protease,SARS 3CLpro inh,SSB-PriA inh,PrPC surface inh,CCHF vOTU inh,MazEF act,BoNT F protease,VHR inh abs,Rv3671c inh,Anthrax LF prot
Cc1ccc(-n2c(-c3ccc(Cl)cc3Cl)n[nH]c2=S)cc1,3.0,5,-8,-13,3,2,u,19,1,-8
NS(=O)(=O)c1ccc(NC(=O)c2cc(-c3cccs3)nc3ccccc23)cc1,1.1,3,0,0,-25,-4,7,4,-52,-1
Cc1nc2c3cc(Cl)ccc3n(CCN3CCCCC3)c2s1,0.3,1,16,10,17,12,-1,23,-1,-2
COc1ccc(CN(C(=O)c2ccccc2Br)C2CCS(=O)(=O)C2)cc1 (centres undefined),-0.1,-2,-13,2,-6,4,5,25,5,-7
O=C(NCc1ccccc1)C1CCCN(c2ncnc3c2nc2n3CCCCC2)C1 (centres undefined),3.0,8,-12,-2,-14,4,5,13,2,9
COc1ccc(C(=O)NCC(=O)OCC(=O)N2CCN(S(=O)(=O)c3ccccc3)CC2)cc1,0.7,-7,-4,5,-11,2,11,8,3,0
Cc1ccc(OC(=O)c2cccc(S(=O)(=O)N3CCN(C)CC3)c2)c(Br)c1,-1.2,1,-2,6,-3,-5,3,18,-6,-4
COc1cc(NC(=O)CN2CCN(c3ccccc3F)CC2)cc(OC)c1,0.3,3,-2,9,5,-11,-7,4,-6,-1
O=c1c2c3c(sc2n(CCN2CCOCC2)c(=O)n1Cc1ccco1)CCCCC3,-4.1,-1,10,-3,8,-15,0,-13,0,u
O=[N+]([O-])c1cc(S(=O)(=O)Nc2cccc(Cl)c2)ccc1N=Nc1c(O)[nH]c2ccccc12,-0.2,4,-14,-9,-13,-2,-3,35,2,2
CCOC(=O)c1ccc(NC(=O)COC)cc1,0.9,-1,-4,-3,-7,2,8,6,-4,-1
Cc1cccc(NC(=S)NCc2ccco2)c1C,-0.1,2,4,-1,-13,-6,-3,-4,-5,-2
Cc1cccc(C)c1N=Nc1c(C)cc(O)cc1C,x,4,61,1,16,-2,x,18,5,x
O=C(/C=N/O)Nc1ccc2sc3ccccc3c2c1,x,6,i,15,-3,-1,x,12,23,x
CCOC(=O)N1CCN(CCC(=O)Nc2cccc(Br)c2)CC1,u,1&1,2,5&3,-4&-4,0&-4,u,24&-10,-1&2,u
CC1CC(C)(C)NC(=S)N1CCCC(=O)Nc1ccc(Br)cc1 (centres undefined),-0.4,4,1,8,-1,1,-1,30,7,0
CCOc1ccc(/C=N/NC(=O)Nc2ccccc2)cc1,-0.1,4,x,0,-3,1,-5,-14,2,-1
Cc1ccc2c(=O)n3c(nc2c1)C(C)NC(=O)c1cccnc1-3 (centres undefined),-0.5,x,x,4,-7,5,-3,x,x,-2
CC(=O)NC(C)(CC(=O)c1ccccc1)c1ccccc1 (centres undefined),0.9,x,-7,-5,4,-3,u,x,-1,5
Cc1ccc(S(=O)(=O)N2CCCCC2)cc1NC(=O)COC(=O)CN1C(=O)NC2(CC(C)CC(C)(C)C2)C1=O (centres undefined),-2.5,x,19,8,26,5,-2,x,x,-7
CC(=O)C1=C(O)C(=O)N(c2ccc(Br)cn2)C1c1ccc(F)cc1 (centres undefined),0.2,5,-6,1,-10,-1,-1,33,0,2
O=C(O)c1ccc(Cl)c(S(=O)(=O)NCC2CCCO2)c1 (centres undefined),-0.5,-6,-11,4,6,-9,-7,14,5,-1
CC(/C=N/n1c(-c2ccc(Cl)cc2)n[nH]c1=S)=C\c1ccco1,0.1,-1,x,-9,9,-12,-2,-8,-10,-2
COc1cc(C)c(Cl)c(C)c1S(=O)(=O)NC1CC(C)(C)NC(C)(C)C1,0.0,3,-7,2,3,5,-4,7,2,-3

11 entries out of the list, arranged by number of heavy atoms, highest first.
molecule,BoNT A protease,SARS 3CLpro inh,SSB-PriA inh,PrPC surface inh,CCHF vOTU inh,MazEF act,BoNT F protease,VHR inh abs,Rv3671c inh,Anthrax LF prot
O=c1c2c3c(sc2n(CCN2CCOCC2)c(=O)n1Cc1ccco1)CCCCC3,-4.1,-1,10,-3,8,-15,0,-13,0,u
NS(=O)(=O)c1ccc(NC(=O)c2cc(-c3cccs3)nc3ccccc23)cc1,1.1,3,0,0,-25,-4,7,4,-52,-1
Cc1ccc(OC(=O)c2cccc(S(=O)(=O)N3CCN(C)CC3)c2)c(Br)c1,-1.2,1,-2,6,-3,-5,3,18,-6,-4
COc1ccc(CN(C(=O)c2ccccc2Br)C2CCS(=O)(=O)C2)cc1 (centres undefined),-0.1,-2,-13,2,-6,4,5,25,5,-7
CC(=O)C1=C(O)C(=O)N(c2ccc(Br)cn2)C1c1ccc(F)cc1 (centres undefined),0.2,5,-6,1,-10,-1,-1,33,0,2
CC(/C=N/n1c(-c2ccc(Cl)cc2)n[nH]c1=S)=C\c1ccco1,0.1,-1,x,-9,9,-12,-2,-8,-10,-2
Cc1nc2c3cc(Cl)ccc3n(CCN3CCCCC3)c2s1,0.3,1,16,10,17,12,-1,23,-1,-2
Cc1ccc(-n2c(-c3ccc(Cl)cc3Cl)n[nH]c2=S)cc1,3.0,5,-8,-13,3,2,u,19,1,-8
O=C(O)c1ccc(Cl)c(S(=O)(=O)NCC2CCCO2)c1 (centres undefined),-0.5,-6,-11,4,6,-9,-7,14,5,-1
Cc1cccc(C)c1N=Nc1c(C)cc(O)cc1C,x,4,61,1,16,-2,x,18,5,x
Cc1cccc(NC(=S)NCc2ccco2)c1C,-0.1,2,4,-1,-13,-6,-3,-4,-5,-2

The listing continues:
molecule,BoNT A protease,SARS 3CLpro inh,SSB-PriA inh,PrPC surface inh,CCHF vOTU inh,MazEF act,BoNT F protease,VHR inh abs,Rv3671c inh,Anthrax LF prot
COc1cc(S(=O)(=O)NCCOC23CC4CC(CC(C4)C2)C3)c(OC)cc1Cl,-0.8,6,-3,0,-14,4,-6,0,-5,-2
O=C(Oc1ccc(Cl)cc1)c1ccc2nccnc2c1,0.8,3,-5,-7,7,-11,u,2,-1,1
CC(=O)Nc1ccc(S(=O)(=O)NCCC(=O)OCC(=O)c2cc(C)ccc2C)cc1,1.4,x,-3,5,-6,-3,0,x,x,-2
O=C(CN1CCN(Cc2ccccc2)CC1)Nc1ccccc1-c1ccccc1,0.0,2,11,-5,3,-9,-8,-4,0,1
CCNC(=S)N1CCc2cc(OC)c(OC)cc2C1COc1ccc(F)cc1 (centres undefined),0.0,6,-7,-7,-10,9,-2,9,3,0
COc1cccc(/C=N/NC(=O)c2cc3cc([N+](=O)[O-])ccc3s2)c1O,2.5,0,x,1,-3,-44,15,x,11,3
O=C(Nc1ccc2c(c1)OCO2)c1ccc2nc[nH]c2c1,1.5,1,7,1,0,1,u,20,11,-5
CCCCn1c(N)c(N(CC(C)C)C(=O)C2=COCCO2)c(=O)[nH]c1=O,0.9,x,0,0,-2,-27,-3,x,-16,15
CCCCn1c(N)c(N(CCOC)C(=O)c2oc3c(Cl)cccc3c2C)c(=O)[nH]c1=O,0.5,x,x,-2,-4,-2,-3,x,x,-3
CSc1nc2cc(Cl)ccc2s1,-0.1,1,-19,6,-11,1,6,33,-5,2
COc1ccc(NC(=O)NNC(=O)COc2ccc3ccccc3c2)cc1OC,2.7,-3,5,-7,15,5,5,32,-4,-4
CC1(C(=O)N2CCN(C(=O)c3ccco3)CC2)CCN1Cc1ccccc1OC(F)F (centres undefined),-0.1,x,x,-11,2,x,-5,x,x,-9
CCCN1C(=O)/C(=C\c2ccncc2)SC1=Nc1ccccc1,0.0,4,13,1,-8,-6,-7,-2,5,-1
COCCCNc1nc2c([nH]1)c(=O)[nH]c(=O)n2C,-0.8,-7,-7,-6,11,1,-5,3,-4,0
C[C@H](CO)N1C[C@H](C)[C@@H](CN(C)CC2CCCCC2)Oc2ccc(NC(=O)Cn3cnnn3)cc2C1=O,-0.3,x,-4,1,-9,10,10,x,-12,-12
CC(C)CCN(N=O)[C@@H](Cc1ccccc1)CN(N=O)[C@@H](Cc1ccccc1)CN(C)N=O,0.0,0,x,9,-2,2,-5,10,2,1

A different layout for part of the listing above.
CC1(C(=O)N2CCN(C(=O)c3ccco3)CC2)CCN1Cc1ccccc1OC(F)F (centres undefined)
- BoNT A protease: -0.1
- SARS 3CLpro inh: x
- SSB-PriA inh: x
- PrPC surface inh: -11
- CCHF vOTU inh: 2
- MazEF act: x
- BoNT F protease: -5
- VHR inh abs: x
- Rv3671c inh: x
- Anthrax LF prot: -9

CCCN1C(=O)/C(=C\c2ccncc2)SC1=Nc1ccccc1
- BoNT A protease: 0.0
- SARS 3CLpro inh: 4
- SSB-PriA inh: 13
- PrPC surface inh: 1
- CCHF vOTU inh: -8
- MazEF act: -6
- BoNT F protease: -7
- VHR inh abs: -2
- Rv3671c inh: 5
- Anthrax LF prot: -1

COCCCNc1nc2c([nH]1)c(=O)[nH]c(=O)n2C
- BoNT A protease: -0.8
- SARS 3CLpro inh: -7
- SSB-PriA inh: -7
- PrPC surface inh: -6
- CCHF vOTU inh: 11
- MazEF act: 1
- BoNT F protease: -5
- VHR inh abs: 3
- Rv3671c inh: -4
- Anthrax LF prot: 0

Next compounds:
molecule,BoNT A protease,SARS 3CLpro inh,SSB-PriA inh,PrPC surface inh,CCHF vOTU inh,MazEF act,BoNT F protease,VHR inh abs,Rv3671c inh,Anthrax LF prot
C[C@H](CO)N1C[C@H](C)[C@H](CN(C)C(=O)Nc2ccc(C(F)(F)F)cc2)Oc2ncc(Br)cc2C1=O,0.1,x,x,-4,-6,4,4,x,x,-6
O=C(CSc1nccn1Cc1ccco1)Nc1cccc(F)c1,-0.1,-3,x,15,15,-23,-4,41,4,u
CCN(CC)C1CCN(c2nc3nonc3nc2NCCOC)C1 (centres undefined),-0.7,-4,-18,-14,14,-4,-3,-4,-1,2
COc1ccc(-n2c(SCC(=O)NCc3ccco3)nc3sc4c(c3c2=O)CCN(C)C4)cc1,6.8,1,-9,-1,17,6,2,-8,-16,4
CCCNC(=O)CNC(=S)N(Cc1ccccc1F)C1CCCCC1,-0.5,2,-2,9,16,0,-10,-17,-8,4
O=[N+]([O-])c1cc2ccccc2c(O)c1O,-0.1,x,x,-9,83*,-3,-9,x,x,-3
O=C(CCCN1C(=O)/C(=C/c2ccc(F)cc2)SC1=S)NC1CCS(=O)(=O)C1 (centres undefined),-1.2,-1,5,6,14,14,-1,20,-14,0
O=C(CC12CC3CC(CC(Br)(C3)C1)C2)NC1CCCC1,-0.6,3,9,7,-1,7,7,-35,2,-1
CC(=O)N1c2c(cc(Br)cc2S(=O)(=O)N2CCN(c3ccccn3)CC2)CC1C (centres undefined),0.8,-3,-12,7,-4,7,7,18,-7,0
CCc1nnc(NC(=O)Cc2ccc(OCc3c(C)noc3C)cc2)s1,-0.2,3,1,-2,1,-5,-1,4,5,-2
COc1cccc(NC(=O)CNC(=O)c2ccc([N+](=O)[O-])cc2)c1,1.0,-1,-5,-16,5,1,2,21,-2,6
CCS(=O)(=O)N1CCN(C(=O)c2cc(OC)cc(OC)c2)CC1,-0.3,-1,-14,3,13,1,-3,18,9,2
COc1ccc(SCC(O)Cn2c3ccccc3c3ccccc32)c(OC)c1 (centres undefined),-0.7,x,x,7,26,x,1,x,x,-9
CCCN(S(=O)(=O)c1ccccc1F)S(=O)(=O)c1ccccc1Br,1.9,-3,-13,-5,2,-3,-16,5,-3,-8
CCc1nc2c(OCc3ccccc3)cccn2c1N(C)C(C)=O,0.1,x,x,-1,-9,x,-1,x,x,-4

Screens deposited in PubChem BioAssay by several laboratories.

The list is partial. The share of hits here may be higher or lower than overall.
